Bioassay records: PubChem, several laboratories
CF NFkB block = cystic fibrosis NF-kB activation inhibition; 360,000 tested, 0.86% active; inhibition, % at 5 µM; KKLEB NF-kB-GFP reporter, PAF-induced, GFP fluorescence overnight;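 active = at least 50% inhibition at 5 µM, scaled per plate between neutral and stimulator controls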;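 also: PAF is a Pseudomonas aeruginosa culture filtrate used as stimulus; plate controls were PAF-stimulated DMSO wells for no effect and unstimulated DMSO wells for full effect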
KKLEB tox = counter-screen for CF NF-kB inhibitors: cytotoxicity. KKLEB CF airway cells viability, ATPlite luminescence, overnight; active compounds read low; cells stimulated with P. aeruginosa culture filtrate. activity change (cytotoxicity), % at 5 µM. 360,000 tested, 0.36% active;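 active = corrected activity change at or below -50% at 5 µM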
iPSC survival up = hiPSC single-cell survival enhancement; ATPlite luminescence; 100% = ROCK inhibitor wells, 0% = DMSO; survival enhancement, % at 20 µM; 360,000 tested, 0.044% active; in the data active = survival enhancement above about 18%;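 also: cells exposed to compounds for 16 hours before the ATP read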
EBV LMP1 NFkB = inhibitors of Epstein-Barr LMP1-induced NF-kappaB reporter | LMP1-induced NF-kappaB luciferase reporter cells, luminescence | inhibition, % at 12.5 µM | 350,000 tested, 0.69% active | AID 504558; in the data active = inhibition above about 41%;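 also: 0% = neutral control wells and 100% = reference inhibitor control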
HIF-2a inh = blocks HIF-2a reporter activity; 360,000 tested, 0.72% active; AID 624352; 786-0 RCC cells HIF-2a reporter, luciferase luminescence, overnight; inhibition, % at 18.8 µM;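 active = inhibition of the luminescence signal of 40% or more relative to plate controls, in a single-dose primary screen at 18.75 µM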
NR2E3 ag-1 = NR2E3 (human) agonism; Q9Y5X4; AID 2300; 320,000 tested, 0.12% active; GST-NR2E3/biotin-RetCOR TR-FRET, 1536-well; inhibition of corepressor binding, % at 4.78 µM;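 active = percent inhibition above the cutoff of mean plus 3 SD of all tested compounds, set per screening campaign, cut at about 20% in these data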;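 also: 0% = DMSO wells and 100% = biotin wells as full block of FRET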
Target sequence (Q9Y5X4 whole entry, looked up): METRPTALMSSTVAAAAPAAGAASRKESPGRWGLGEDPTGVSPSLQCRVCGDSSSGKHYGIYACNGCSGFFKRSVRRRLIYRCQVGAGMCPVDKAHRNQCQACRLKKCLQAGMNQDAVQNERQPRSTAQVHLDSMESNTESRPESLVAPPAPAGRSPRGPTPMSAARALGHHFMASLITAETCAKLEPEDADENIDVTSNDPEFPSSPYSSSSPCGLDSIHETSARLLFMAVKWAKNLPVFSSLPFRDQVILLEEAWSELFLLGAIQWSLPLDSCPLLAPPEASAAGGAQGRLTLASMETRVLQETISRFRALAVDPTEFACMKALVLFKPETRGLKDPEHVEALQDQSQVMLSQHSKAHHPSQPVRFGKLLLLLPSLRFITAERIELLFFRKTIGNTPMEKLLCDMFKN
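Material: NR2E3–RetCOR corepressor complex / Incubation: Compound–protein incubation for 5 h at 4 °C / Dosing: compound at 4.8 µM, single dose / Detection: time-resolved FRET / Benchmarks: high control biotin, low control 0.6% DMSO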
NR2E3 ag-2 = activates human NR2E3 receptor. 360,000 tested, 0.35% active. Q9Y5X4. inhibition of corepressor binding, % at 3.98 µM. AID 602229. CHO-S Gal4-NCOR/VP16-NR2E3 two-hybrid, luciferase;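 active = inhibition above the mean of all tested compounds plus 3 SD, cut at about 70% in these data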;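 also: 0% = DMSO with NR2E3 transfected cells and 100% = cells lacking NR2E3 construct; higher means lower luciferase signal from less NR2E3 corepressor binding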
TRAIL sens C8 = sensitizes caspase-8 expressing cells to TRAIL. NB7+C8 cells + TRAIL, ATPlite viability luminescence. inhibition (viability loss, TRAIL sensitization), % at 10 µM. 360,000 tested, 1% active;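 active = compounds causing at least 50% loss of cell viability in the single-dose screen, relative to plate controls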
TRPM1 prom inh = reduces MITF-dependent TRPM1 promoter luciferase signal; AID 488899; inhibition, % at 12.5 µM; SK-MEL-5 TRPM1 promoter luciferase, 24 h; 330,000 tested, 0.83% active;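 active = mean inhibition across replicates of 60% or more, whatever share of single replicates reaches that level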; also: values of inactives mirror those of a sister screen read the other way
Shn3 inh set2 = reduces Shn3 3'UTR luciferase signal in osteoblasts | 360,000 tested, 0.52% active | inhibition, % at 12.5 µM | Clone20 osteoblast Shn3 3'UTR firefly luciferase, 24 h;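 active = mean inhibition of at least 75% with every replicate also reaching 75%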;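 also: 0% = median of neutral control wells and 100% = pilot-screen positive control compound; some compounds past the cut are filed as inactive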
Peg3 promoter = Peg3 promoter activity inhibition; inhibition, % at 20 µM; AID 588405; 360,000 tested, 1.7% active; HeLa PEG-Prom luciferase reporter, luminescence, overnight;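 active = inhibition of at least 50% at 20 µM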
* = called active by the depositor; · = no result given. These rows are one share of the data. The share of hits here may be higher or lower than overall.

SMILES	CF NFkB block	KKLEB tox	iPSC survival up	EBV LMP1 NFkB	HIF-2a inh	NR2E3 ag-1	NR2E3 ag-2	TRAIL sens C8	TRPM1 prom inh	Shn3 inh set2	Peg3 promoter
CCOC(=O)C(C)Oc1ncnc2cccc(F)c12 (stereo unspecified)	-1.7	4.5	1.3	-6.4	12.6	0.5	-1.0	-4.3	4.3	3.7	-9.6
Cc1ccc(CNC(=O)Nc2ccc(Cl)cc2)cc1	-12.0	-4.3	0.4	-13.6	-108.7	0.9	-46.2	0.8	-13.5	-33.1	-30.5
CCCC(C(=O)NCc1ccco1)N(CC1CCCO1)C(=O)CNS(=O)(=O)c1ccc(F)cc1 (stereo unspecified)	10.1	0.6	1.0	-0.5	13.5	-0.3	-15.8	-1.2	13.1	11.5	21.1
Cc1ccccc1COC(=O)CNC(=O)c1sc2ccccc2c1Cl	4.4	2.4	0.0	-6.7	22.1	1.8	-42.0	-1.1	-5.8	-0.8	-2.2
COc1ccc(CN(Cc2cccnc2)C(=S)NCCc2ccccc2)cc1OC	19.8	-18.4	-3.8	7.5	11.3	-4.6	0.2	0.9	14.8	16.4	3.1
Cc1ccc(S(=O)(=O)N2C[C@H]3C(=O)C[C@@H](c4ccccc4)N(S(=O)(=O)c4ccc(C)cc4)[C@H]3C[C@H]2c2ccccc2Cl)cc1	13.7	-10.8	2.1	·	-5.6	·	1.6	3.5	·	-0.3	8.6
CCCNC(=S)N1CCN(CC)CC1	3.6	-3.2	-1.8	3.0	6.2	2.6	2.6	-4.7	-4.0	-10.6	4.0
COc1ccc(C(C(=O)NC(C)(C)C)N(Cc2ccc(F)cc2)C(=O)CCC(=O)Nc2cc(C)on2)cc1 (stereo unspecified)	11.6	13.8	0.2	-5.1	2.7	1.2	2.8	0.1	-1.6	-3.5	20.2
O=C(Cn1nnc(-c2ccc(F)cc2)n1)Nc1cccc(S(=O)(=O)N2CCCC2)c1	-7.5	11.0	-1.7	13.0	-0.8	4.1	11.9	2.0	17.4	69.4	3.9
CC1(C)CC(=O)c2sc(NS(=O)(=O)c3ccc(F)cc3)nc2C1	-2.7	1.8	0.0	5.8	14.7	5.0	0.0	-8.4	2.6	2.4	5.2
CCCCC(=O)NNC(=S)NC(=O)C(c1ccccc1)c1ccccc1	14.0	-4.0	4.4	31.7	26.1	-0.8	-14.2	-6.3	-9.7	-2.1	7.8
CCCCCCCCCn1cc(C(C)=O)c(=O)[nH]c1=O	-8.2	-14.7	-0.2	-5.8	14.1	1.3	-38.0	-4.4	0.9	14.9	13.4
CC1CCN(S(=O)(=O)c2ccc(NC(=O)CN3CCCC(C)C3)cc2)CC1 (stereo unspecified)	5.6	-18.7	-3.0	-4.9	16.6	4.1	-1.6	14.1	-2.4	-4.2	14.8
Cc1ccc(N2C(=O)c3ccccc3C2Nc2cccnc2)nc1 (stereo unspecified)	-25.5	8.9	-0.9	81.4*	-73.3	3.2	-33.7	-8.6	-7.1	-4.5	-29.4
Cc1ccc(S(=O)(=O)NCCNc2ccc(Br)c(C)c2)cc1	5.1	2.5	-3.0	-0.2	3.2	·	31.0	-1.3	11.1	47.5	4.2

Part of the list above, showing only NR2E3 ag-2 and TRAIL sens C8.
SMILES | NR2E3 ag-2 | TRAIL sens C8
CCOC(=O)C(C)Oc1ncnc2cccc(F)c12 (stereo unspecified) | -1.0 | -4.3
Cc1ccc(CNC(=O)Nc2ccc(Cl)cc2)cc1 | -46.2 | 0.8

New compounds follow:
SMILES	CF NFkB block	KKLEB tox	iPSC survival up	EBV LMP1 NFkB	HIF-2a inh	NR2E3 ag-1	NR2E3 ag-2	TRAIL sens C8	TRPM1 prom inh	Shn3 inh set2	Peg3 promoter
CN(C)c1ccc(/C=N/N=C/c2ccccc2O)cc1	0.7	7.9	-0.1	-39.5	-69.7	-2.1	-39.5	23.2	0.7	6.5	-214.9
FC(F)(F)c1ccccc1Nc1nccs1	14.4	0.1	-1.1	-5.5	15.3	-0.4	5.6	3.5	5.0	10.8	-1.4
COc1ccc(/C=C(\C#N)C(=O)OCC(=O)NCc2ccccc2Cl)cc1	-25.1	10.9	1.0	-1.1	16.6	3.0	-9.3	-2.7	-4.8	2.1	2.8
CC(=O)Oc1ccc(-c2cc3ccccc3oc2=O)cc1	-15.5	5.5	-0.4	-6.6	-280.8	5.4	-87.3	8.4	-66.8	-68.3	-295.7
CCc1cc(C(=O)NCC(c2cccs2)N2CCOCC2)sc1C (stereo unspecified)	-12.4	10.5	0.1	-7.1	-3.9	-2.0	4.4	3.9	-0.3	-2.1	-9.7
COc1ccc(CNC(=O)C2CCN(C(=O)c3ccc(-c4ccccc4)cc3)CC2)cc1	26.3	-8.2	-0.5	2.8	6.5	0.5	1.0	3.7	-6.7	41.4	10.5
Cc1ccc(S(=O)(=O)CCC(=O)OCCOc2ccc(Br)cc2)cc1	20.7	-5.0	-2.0	-0.6	-0.8	·	-15.8	-3.7	·	-11.8	12.9
COc1ccc(Cc2nc3ccc(C(=O)N4CCCC4)cc3o2)cc1OC	0.6	-3.1	0.2	-4.2	-43.0	2.0	16.0	-4.8	9.0	22.8	-33.8
CCNc1nc(NCC)nc(Nn2cnnc2)n1	10.8	2.3	-2.2	-3.0	9.9	1.7	3.0	-0.8	10.8	-11.7	8.4
Cc1cc(C)c(NC(=O)CS(=O)CC(=O)NCC2CCCO2)c(C)c1 (stereo unspecified)	2.7	7.8	-0.7	3.0	9.3	-1.1	-3.4	4.5	3.9	0.5	9.1
N#CC1=C(N)NC(SCc2ccccc2)=C(C#N)C12CCCCC2	16.8	-3.2	0.1	6.6	13.9	-1.2	-13.9	-4.9	10.1	7.3	15.2
CCN(CC)S(=O)(=O)c1ccc(C)c(NC(=S)N2CCN(c3ccccn3)CC2)c1	1.3	-3.0	0.6	4.5	6.8	5.3	-2.3	-1.0	9.8	27.8	12.8
O=C(NCc1nnc(SCC(=O)N2CCCCC2)o1)c1c(F)cccc1Cl	4.2	-5.6	-0.7	4.5	-9.4	-3.9	-23.9	3.1	7.1	8.9	-19.6
COc1ccc(C(=O)NC2CCN(C(=S)Nc3cccc(C)c3C)CC2)cc1	11.2	-15.1	2.5	-31.3	1.5	0.9	-11.8	-29.8	7.9	4.1	2.8
O=C(Nc1nnc(/N=C/c2ccco2)s1)c1ccc(F)cc1	5.2	9.1	-4.0	-10.9	-80.2	3.3	-33.1	49.7*	-28.6	-60.5	-74.0
CC(C(=O)N1CCCCCC1)c1ccc([N+](=O)[O-])cc1 (stereo unspecified)	9.8	-6.7	-0.4	0.3	19.2	3.9	9.2	-0.1	3.4	5.4	10.9
Cc1cc(O)cc(O)c1C(=O)Cc1cnn(-c2ccccc2)c1	4.2	-4.3	-1.4	30.2	-11.1	2.9	-58.7	10.5	-9.5	13.8	-56.0
Cc1ccccc1-n1c(C)cc(/C=C2\NC(=O)NC2=O)c1C	5.0	-2.1	-5.2	-14.3	-144.9	-2.5	-2.3	35.9	-61.0	-61.2	-143.4
Cc1occc1C(=O)Nc1c(F)c(F)c(F)c(F)c1F	-17.8	-2.3	-4.0	-4.1	-8.4	-2.4	-11.7	4.6	-6.4	-32.3	8.6
Cc1ccccc1C(=O)N1CCC(C(=O)Nc2ccc(C)c(S(=O)(=O)N3CCCCC3)c2)CC1	5.1	12.1	-0.2	17.2	18.8	3.8	-6.0	19.6	·	37.0	17.8
CN(C)C(=O)COC(=O)c1cccnc1Nc1ccccc1F	-8.8	-0.6	2.2	-1.9	-3.1	-0.5	8.9	-9.7	-4.7	3.3	-11.2
C=CCn1c(CCNC(=O)c2ccc(Cl)c(Cl)c2)nnc1SCCOc1ccc(OC)cc1	-46.6	7.2	2.6	-5.5	-31.8	2.9	-25.2	12.3	0.6	40.4	14.4
CC(C)(C)NC(=O)C[C@H]1C[C@H](C(=O)N2CCCCC2)[C@@]2(C)c3[nH]c4ccc(Cl)cc4c3CCN2C1=O	22.1	-5.9	0.1	3.9	9.6	·	15.4	-2.0	9.6	-8.1	-0.5
Cn1c(CC(=O)Nc2ccccc2)n[nH]c1=S	-4.2	11.1	0.9	3.0	14.0	-0.8	-18.6	-4.8	6.7	2.2	23.2
O=C1CN(C(=O)C2CCCC2)CCN1	-7.4	7.1	1.6	0.9	8.2	-1.9	9.8	2.1	6.4	-11.3	4.8
COc1ccc(C(=O)Nc2ccccc2C(=O)N2CCOCC2)cc1OC	2.0	4.2	1.0	-6.9	14.1	-2.2	-11.2	11.9	-4.0	-4.0	9.6
CCCc1cc(CN(C)C(=O)c2ccc(OC3CCN(C(C)=O)CC3)c(OC)c2)[nH]n1	-40.0	26.2	1.0	-1.3	5.6	·	-6.3	-3.1	·	-2.1	5.2
COc1cc(OC)cc(N2C(=O)CC(N3CCC(C(=O)N4CCCCC4)CC3)C2=O)c1 (stereo unspecified)	-19.4	-0.3	-0.5	0.3	8.8	·	-30.2	18.7	9.4	-11.5	5.7
COc1ccc(-c2nc(=S)c3c([nH]2)Oc2ccc(C)cc2C3)cc1O	-8.8	17.0	-1.1	0.3	12.7	-0.9	-5.8	-4.4	17.5	80.1	18.2
O=c1c2ccccc2c(C=NCc2ccccn2)c(O)n1-c1ccccc1	-15.6	7.7	-1.7	-8.5	8.7	2.5	-7.9	9.8	0.5	11.0	3.3
CCN(CC)S(=O)(=O)c1ccc(Cl)c(NC(=O)c2ccncc2)c1	0.2	-2.9	0.9	1.5	7.8	-0.2	-16.7	-6.0	0.4	3.9	14.3
COc1ccc(-c2cc(CNC(=O)CN3CCN(C)CC3)on2)cc1	0.8	-1.3	0.9	-12.0	3.7	0.3	-15.4	-6.4	-3.3	-23.2	16.4
Cc1ccc(S(=O)(=O)N2CCN(c3ccc(C(=O)N4CCOCC4)cc3[N+](=O)[O-])CC2)cc1	-17.8	4.7	-0.2	-9.5	13.6	2.0	12.4	18.7	3.0	41.3	18.0
Cn1nc(Cc2cccc3ccccc23)c(C#N)c1N	7.3	3.0	-1.4	7.6	14.2	6.1	19.1	-5.6	7.7	3.7	13.3
COc1ccc(Cl)cc1NC(=O)CSc1sc2c(O)cc(=O)[nH]c2c1C#N	-8.8	-3.3	0.7	3.6	19.2	-11.8	-19.0	0.7	15.0	-8.1	-3.6
Cc1ccccc1OCCn1cc(C=O)c2ccccc21	-0.2	-8.9	0.8	8.2	11.0	1.4	6.9	11.3	8.6	20.1	25.1
COc1ccc(N2C(=O)CC2(C#N)c2ccc(OCc3ccccc3)cc2)cc1 (stereo unspecified)	8.7	2.8	0.6	-0.6	4.0	-0.6	4.8	-2.4	3.0	-14.7	5.1

2 entries from above, in CSV form.
SMILES,CF NFkB block,KKLEB tox,iPSC survival up,EBV LMP1 NFkB,HIF-2a inh,NR2E3 ag-1,NR2E3 ag-2,TRAIL sens C8,TRPM1 prom inh,Shn3 inh set2,Peg3 promoter
COc1ccc(Cl)cc1NC(=O)CSc1sc2c(O)cc(=O)[nH]c2c1C#N,-8.8,-3.3,0.7,3.6,19.2,-11.8,-19.0,0.7,15.0,-8.1,-3.6
Cc1ccccc1OCCn1cc(C=O)c2ccccc21,-0.2,-8.9,0.8,8.2,11.0,1.4,6.9,11.3,8.6,20.1,25.1
